# CaV13 ICDI inh – Disruptors of the CACNA1D IQ motif to Ca2+-dependent inactivation inhibitor domain association, primary screening, Förster resonance energy transfer in intact living …. HEK cells, CFP/YFP FRET ICDI-IQ, plate reader, 10 min; percent FRET-ratio fall versus neutral wells. inhibition, % at 12.3 µM. actives 0.098% (n = 340,000). AID 743397;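 active = mean replicate inhibition of at least 30% and at least 1% of replicates passing that level; inconclusive = only one of the two criteria is met; inactive = neither criterion is met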;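 also: 0% = median of the neutral control wells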
# N-glyco inh – blocks N-linked glycosylation in D54 reporter cells; AID 588692; actives 0.23% (n = 360,000); D54 ERlucT glycosylation luciferase reporter, 24 h; percent of 100 nM tunicamycin response; reporter increase, % at 12.5 µM;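 active = mean luciferase reporter signal, scaled so untreated is 0 and the glycosylation-blocking control 100, at or above a set limit in every replicate; inconclusive = mean reaches the limit but not every replicate does; inactive = mean below the limit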;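 also: luciferase carries N-glycosylation sites so blocking glycosylation raises the light; 0% = median of neutral control wells and 100% = median of 100 nM tunicamycin wells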
# Vif inh – blocks HIV Vif function. HEK293T cells, Vif self-association by quenched fluorescence, imaging, 24 h. inhibition, % at 7.49 µM. actives 0.35% (n = 340,000). AID 602346; in the data active = inhibition above about 50%, passing the limit was not always enough; inconclusive = no clear call, values can overlap the other calls; inactive = below about 31%; also: some results filed as inactive read as strong as hits
# m5-HT2A agonist – agonists of mouse serotonin 5-HT2A receptor (HTR2A); actives 0.66% (n = 360,000); P35363; CHO-K1 mHTR2A beta-arrestin complementation, luminescence; percent of 30 µM serotonin response; activation, % at 7.6 µM;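 active = activation above a run cutoff, the mean activation of all tested compounds plus 3 SD, cut at about 14% in these data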;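 also: 0% = plate median of compound wells and 100% = 30 µM serotonin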
# PDI turbidity – blocks human protein disulfide isomerase activity; actives 0.052% (n = 350,000); inhibition, % at 10 µM; PDI insulin aggregation turbidity, A650, 90 min; P07237;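 active = mean inhibition across replicates of 30% or more, whatever share of single replicates reach that level; inconclusive = mean inhibition below 30% while every single replicate reaches 30%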;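 also: absorbance from insulin aggregation driven by PDI reduction with DTT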
# ABCB6 inh 2 – blocks the human ABCB6 transporter | K562-ABCB6 porphyrin accumulation, flow cytometry, 1 h; hits give low values | fluorescence ratio to DMSO, % at 10 µM | actives 0.19% (n = 360,000) | AID 602162;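 active = fluorescence ratio to DMSO below 75%, the collection mean minus 3 SD; inconclusive = too few cells collected in the well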;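 also: signal is porphyrin accumulated inside mitochondria; 100% equals median channel fluorescence of DMSO control wells; lower ratio means ABCB6 inhibition with less porphyrin fluorescence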
# Target sequence (Q9NP58 whole entry, looked up): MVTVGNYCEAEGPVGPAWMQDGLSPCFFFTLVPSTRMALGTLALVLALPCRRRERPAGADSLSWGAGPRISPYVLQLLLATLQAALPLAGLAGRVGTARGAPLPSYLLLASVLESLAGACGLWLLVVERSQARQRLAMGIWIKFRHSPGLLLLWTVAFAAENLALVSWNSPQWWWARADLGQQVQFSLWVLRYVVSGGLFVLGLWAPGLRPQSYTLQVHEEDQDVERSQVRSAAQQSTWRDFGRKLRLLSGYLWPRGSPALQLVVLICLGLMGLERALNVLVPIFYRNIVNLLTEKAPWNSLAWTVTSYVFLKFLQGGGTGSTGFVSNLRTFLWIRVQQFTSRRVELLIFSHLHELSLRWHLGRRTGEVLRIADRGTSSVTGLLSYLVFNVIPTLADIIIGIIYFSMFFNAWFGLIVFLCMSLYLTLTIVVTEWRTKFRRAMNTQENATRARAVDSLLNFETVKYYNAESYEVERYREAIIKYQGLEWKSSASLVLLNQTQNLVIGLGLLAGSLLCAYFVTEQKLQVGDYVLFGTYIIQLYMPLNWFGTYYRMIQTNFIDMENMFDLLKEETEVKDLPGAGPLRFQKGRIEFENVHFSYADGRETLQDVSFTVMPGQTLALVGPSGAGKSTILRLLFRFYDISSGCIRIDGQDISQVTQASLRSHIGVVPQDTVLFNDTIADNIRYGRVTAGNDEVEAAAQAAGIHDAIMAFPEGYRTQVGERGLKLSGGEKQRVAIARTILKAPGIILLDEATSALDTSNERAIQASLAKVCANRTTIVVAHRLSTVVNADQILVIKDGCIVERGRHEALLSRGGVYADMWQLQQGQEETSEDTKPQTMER
# MC4R barr agon – agonists of human melanocortin 4 receptor (MC4R) beta-arrestin. P32245. actives 0.98% (n = 360,000). activation, % at 8.9 µM. U2OS MC4R beta-arrestin complementation, luminescence; percent of melanotan II response, DMSO zero;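 active = activation above a per-plate cutoff, the mean activation of sample wells on that plate plus 3 SD, cut at about 8% in these data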
# MC4R antag cAMP – human MC4R antagonism in cAMP assay. AID 540295. actives 0.48% (n = 360,000). inhibition, % at 6.5 µM. MC4R-expressing cells, MTII-stimulated cAMP, LANCE TR-FRET. P32245;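 active = inhibition above its plate's cutoff, the mean of tested wells on that plate plus 3 SD, cut at about 29% in these data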;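 also: 0% = Melanotan II alone and 100% = Melanotan II plus saturating MCL0020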
#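 Assay system: U2OS cells stably expressing human melanocortin 4 receptor (MC4R) / Dosing: 6.5 µM / Timing: compound 30 min, challenge 1 h, detection 1 h / Measured by: Eu-cAMP/anti-cAMP TR-FRET, emission 671 nm / Replicates: singlicate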
# aDG glyco act – alpha-DG glycosylation activation. Pro5-aDG cells, alpha-DG glycosylation AlphaScreen (IIH6); 0% Pro5, 100% B10-LARGE cell signal. actives 0.22% (n = 360,000). activation, % at 10 µM. AID 624168;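 active = activation of at least 8% versus controls, or a plate z-score of at least 8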;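 also: Pro5 are CHO cells carrying HIG-tagged alpha-DG that lacks glycosylation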
# Cardio protect – myocardial damage modulation in H9c2 cells; protection from H2O2 cell death, % at 20 µM; AID 588492; H9c2 cardiomyocytes, H2O2 injury protection, ATPLite, 2 h; actives 0.63% (n = 360,000);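 active = compounds giving at least 50% protection of heart cells from peroxide-induced death in the single-dose screen, raw or plate-pattern-corrected value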;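 also: 0% = DMSO wells with peroxide and 100% = DMSO wells without peroxide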
# * marks the source's active call; other numbers are inactive results; ? = inconclusive; nt = no result given. Rows were taken by chance; any-hit rate near 3.6%.
no.	canonical_smiles	m5-HT2A agonist	MC4R antag cAMP	Vif inh	ABCB6 inh 2	Cardio protect	PDI turbidity	N-glyco inh	CaV13 ICDI inh	MC4R barr agon	aDG glyco act
1	CCC(C)NC(=O)COC(=O)c1cc([N+](=O)[O-])ccc1Sc1nc(C)cs1 (stereo not drawn)	-4	-4	11	101	-14	1	3	nt	-2.9	0.1
2	Cc1ccc(S(=O)(=O)Nc2nc3ccccc3nc2Nc2cccc(S(=O)(=O)N3CCCC3)c2)cc1	5	14	-22	165	-22	-1	-3	-2	3.6	-0.1
3	O=S(=O)(c1cccs1)N1CCN(CC(O)COc2cc(Cl)ccc2Cl)CC1 (stereo not drawn)	0	1	-1	81	-15	-6	-6	-4	3.4	1.8
4	CCCCOc1ccc(/C=C/C(=O)NCCc2nc3ccccc3[nH]2)cc1	-4	10	11	98	-4	-4	-9	-8	5.3	0.8
5	Cc1cc(=O)oc2c(C)c(OCC(=O)NCCCn3ccnc3)ccc12	2	17	-4	102	10	8	1	-4	-2.7	-0.3
6	COc1cc(CNc2nc3ccccc3s2)cc(OC)c1OC	2	2	-10	102	-6	-2	1	-2	0.4	0.0
7	CCOc1cc(C(=O)Nc2ccc([N+](=O)[O-])cn2)cc(OCC)c1OCC	3	-6	3	97	-4	-22	-2	-3	4.6	-0.2
8	CCSc1nnc(NC(=O)[C@H](C)N2C(=O)C3CC=CCC3C2=O)s1 (stereo partly drawn)	-9	4	0	98	-9	-4	0	-4	-4.7	0.0
9	COc1ccc(C2N(c3ccccc3)C(=O)C2(F)F)cc1OC (stereo not drawn)	2	1	-2	96	-2	-12	3	-14	0.6	0.0
10	CCN(CC)S(=O)(=O)c1cc(NC(=O)c2ccccc2OCc2c(C)noc2C)ccc1C	9	-1	-22	97	3	11	-2	-5	-1.9	0.0
11	COc1ccc(S(=O)(=O)N(CC(=O)N2CCOCC2)c2ccc(F)cc2)cc1OC	-2	-4	-11	99	0	-1	0	-5	-0.8	0.1
12	Cc1cc(C(=O)CN2C(=O)NC3(CCC(C)CC3)C2=O)c(C)n1C (stereo not drawn)	2	9	1	97	3	-2	3	-3	-1.6	0.0
13	CCOC(=O)C1=C(N)N2C(=O)C(C)SC2=C(C(=O)OCC)C1c1ccc(O)cc1 (stereo not drawn)	5	22	?	97	3	11	1	-6	0.4	0.0
14	Cc1cc(C(=O)COC(=O)c2cccnc2Cl)c(C)n1CC1CCCO1 (stereo not drawn)	-2	6	1	101	-26	8	-18	-7	-1.4	1.0
15	CCC(=O)Nc1ccc(C(=O)Nc2c[nH]c(=O)[nH]c2=O)cc1	0	11	6	101	7	-2	0	-2	-2.8	0.0
16	Cc1ccc(C(=O)NC(=S)Nc2ccccc2C)cc1	-3	2	4	94	-8	0	-1	3	-1.4	0.2
17	Fc1cccc(-c2n[nH]c(=S)n2-c2ccccc2)c1	3	10	7	100	12	-1	0	3	-2.7	-0.1
18	COc1ccccc1-c1noc2ncnc(Nc3cccc(C)c3C)c12	-6	3	-6	95	-3	-7	-5	-9	-1.0	0.3
19	Cn1ccsc1=NC(=O)c1ccc(S(=O)(=O)C(F)F)cc1	7	-1	-7	100	-3	-5	1	-4	-1.5	-0.1
20	COc1ccc(OCCOC(=O)c2cccs2)cc1	-4	-2	-4	97	0	3	1	-4	-1.9	0.0
21	CCOC(=O)C1CCN(S(=O)(=O)c2ccc(OC)c(Cl)c2)CC1	1	19	-3	95	-8	-2	-1	-4	2.5	-0.4
22	Cc1nc2c(c(C)c1C#N)C(=O)c1ccccc1-2	1	5	-7	105	9	8	2	-3	-2.4	0.0
23	O=C(O)c1cccc(S(=O)(=O)NCc2cccs2)c1	-2	4	nt	109	3	-8	2	-4	-1.6	-0.2
24	O=C(NC1(C(F)(F)F)NC(=O)N(Cc2cccnc2)C1=O)c1ccc(F)cc1 (stereo not drawn)	0	0	1	102	3	4	-1	-4	-1.4	0.1
25	CCOC(=O)C1CCCN(S(=O)(=O)Cc2ccccc2)C1 (stereo not drawn)	-1	4	1	106	0	-4	0	-3	-0.3	-0.1
26	Cc1cccc(CNc2ncnc3ccc(-c4cccnc4)cc23)c1	-7	16	0	99	-10	-2	0	-6	0.0	0.2
27	COc1cc(OC)cc(C(=O)N2CCN(C(=O)c3ccc(OC)c(OC)c3)CC2)c1	-1	13	11	99	-2	-4	5	-4	-0.5	0.0
28	CCc1ccc(C(=O)OCC(=O)N(CCOC)c2c(N)n(Cc3ccccc3)c(=O)[nH]c2=O)cc1	-1	8	3	100	0	4	0	-2	-1.4	-0.2
29	CCOc1ccccc1C1CC(c2ccc(Br)cc2)Nc2nc(N)nn21 (stereo not drawn)	-4	10	0	94	9	nt	5	-2	0.4	0.3
30	COc1ccc(C(=O)NCC(=O)N2CC=C(c3ccccc3)CC2)cc1OC	-10	0	-8	92	6	0	0	-5	2.1	0.4
31	Cc1ccccc1OC(C)C(=O)Nc1ccc(S(=O)(=O)Nc2nccs2)cc1 (stereo not drawn)	0	14	8	98	-2	-15	1	-3	1.1	0.0
32	COc1ccccc1OC(C)c1nnc(SCC(=O)Nc2c(C)n(C)n(-c3ccccc3)c2=O)n1-c1ccccc1 (stereo not drawn)	-2	-1	2	105	0	1	-2	-7	-1.8	-0.1
33	CN1C2=C(C#N)C(c3ccccc3)(C(F)(F)F)NC(=O)N2c2ccccc21 (stereo not drawn)	-3	-43	-3	97	-1	7	-1	-8	-0.1	0.2
34	CC[C@@H]1CN(C)[C@H]2Cc3c([nH]c4ccccc34)C(=O)C[C@@H]1[C@@H]2C(=O)OC	-2	-6	8	101	13	nt	0	nt	0.3	0.7
35	COc1c(C)cccc1C(=O)Nc1ccc(N2CCOCC2)c(Cl)c1	-2	0	1	107	-12	-12	-1	nt	-0.4	0.5
36	O=C(CSc1nc(=O)n2ccccc2n1)Nc1cccc2ccccc12	4	-5	-15	93	5	-1	1	-4	-3.7	-0.2
37	N=c1c(C(=O)NCC2CCCO2)cc2c(=O)n3ccccc3nc2n1C1CCCC1 (stereo not drawn)	-4	13	-7	91	3	14	-2	11	0.3	0.1
38	Cc1cnc(NC(=O)CSc2nnc(-c3ccccc3)n2Cc2ccccc2)s1	-1	12	-8	97	8	-5	-2	-4	1.0	0.6
39	CN1OC[C@@H]2CN(Cc3ccccc3)[C@H](c3ccc(-n4ccnc4)cc3)C[C@@H]21	4	nt	9	97	0	nt	1	-7	nt	0.0
40	Cc1ccc(Cl)c(OCC(=O)NCc2ccco2)c1	-6	4	-6	93	-1	2	1	-5	-0.2	0.0
41	CCN(CC)CCN1C(=O)C(=O)/C(=C(/O)c2ccc3c(c2)CC(C)O3)C1c1ccc(OC)cc1 (stereo not drawn)	2	13	7	99	0	4	-3	-3	-0.3	0.0
42	O=C(O)COc1ccc2nsnc2c1Cl	9	70*	-2	102	8	6	1	-1	-2.1	-0.3
43	Cc1ccc(S(=O)(=O)N2CCN(C(=O)c3ccccc3-c3nc4ccccc4s3)CC2)c(C)c1	3	2	4	100	-1	7	-2	-6	0.9	0.1
44	CCCCC(=O)Nc1ccc(C(N)=O)cc1	-4	2	12	101	-6	-6	-1	-4	0.0	-0.3
45	COc1ccc(OC)c(-c2cc(C(=O)N/N=C(\C)c3cccnc3)c3ccccc3n2)c1	-7	-1	22	98	8	2	1	nt	-2.0	0.1
46	CCN(CC)S(=O)(=O)c1ccc(N2CC(C(=O)N3CCOCC3)CC2=O)cc1 (stereo not drawn)	1	0	2	89	4	-5	1	-6	0.1	0.6
47	CCOc1ccc(NC(=O)c2sc(N3CCOCC3)nc2-c2ccccc2)cc1	3	-5	-1	93	11	-14	-4	-5	1.1	-0.1
48	Cc1cc(Oc2ccc(Cl)cc2)nc(SCC(=O)c2ccccc2)n1	-4	17	0	94	-8	-6	-4	-2	-1.4	0.3
49	Cc1cc(/C=N\NC(=O)CC(=O)NC2CCCCC2)c(C)n1-c1ccc(Cl)cc1	-2	-15	1	94	-4	3	-4	-2	-1.7	-0.1
50	Cc1ccc(-c2nc3cc(Cl)ccc3o2)cc1	-1	-1	5	97	-34	-3	-4	1	0.9	0.1
51	COCCNC(=O)c1ccc(-c2ccc(OC)cc2C)c2ccoc12	0	13	-2	105	2	-5	1	-4	1.4	1.3
52	Cc1ccc(S(=O)(=O)NNC(=O)CC#N)cc1	0	10	3	100	7	5	3	-10	2.2	-0.1
53	CC(=O)N1CCc2[nH]c3ccccc3c2C1	8	-1	2	96	6	13	5	-5	1.2	-0.1
54	Cc1ccc(/C=C/C(=O)Nc2nn[nH]n2)o1	0	-5	1	92	1	4	2	-3	0.8	-0.1
55	COc1cccc(CC(=O)OC(C)C(=O)Nc2ccc(Cl)cn2)c1 (stereo not drawn)	7	6	15	91	0	-3	1	-7	-1.7	0.1
56	COCCNC(=O)Cn1nc(-c2ccccc2F)ccc1=O	-2	0	25	101	-2	0	-2	-3	0.7	0.0
57	Nc1nc(NC(=O)C(Cl)(Cl)Cl)nn1-c1ccccc1	0	-3	7	98	1	1	0	-5	-2.8	0.0
58	Cc1ccc(-c2ccc(/C=N/c3ncn[nH]3)o2)cc1Cl	4	-2	-18	105	-20	-7	-4	-5	-0.3	0.0
59	Cc1cnc(C(=O)OCC(=O)N(Cc2ccccc2)C(C)(C)C)cn1	0	3	11	96	4	2	1	-6	-0.9	-0.1
60	O=C1OC(c2ccccc2)(c2cc(Br)ccc2O)c2ccccc21 (stereo not drawn)	7	7	-5	89	-18	0	-6	-6	21*	-0.3

# Following part.
no.	canonical_smiles	m5-HT2A agonist	MC4R antag cAMP	Vif inh	ABCB6 inh 2	Cardio protect	PDI turbidity	N-glyco inh	CaV13 ICDI inh	MC4R barr agon	aDG glyco act
61	CC(=O)c1cccc(NS(=O)(=O)N(C)C)c1	-2	1	9	96	0	6	-1	-3	-1.6	-0.4
62	O=S1(=O)CC(N2CCC(Cc3ccccc3)CC2)CN1C1CCCCC1 (stereo not drawn)	1	nt	nt	106	-4	nt	-3	-6	nt	0.0
63	O=C(NC1CCCC1)C(c1ccncc1)N(C(=O)c1ccco1)c1ccc(Cl)cc1 (stereo not drawn)	7	6	4	98	0	-5	2	-5	-0.6	0.2
64	Cc1ccc(C)c(S(=O)(=O)NC2CCS(=O)(=O)C2)c1 (stereo not drawn)	2	18	-4	98	-6	9	2	-2	-1.9	-0.1
65	CCN(CC(=O)NCc1cccs1)C(=O)c1ccc(S(=O)(=O)Nc2cccc(C)c2C)cc1	2	2	nt	98	-3	0	2	-2	-2.9	0.0
